Pf growth 48h = Primary qHTS for delayed death inhibitors of the malarial parasite plastid, 48 hour incubation. P. falciparum luciferase growth in erythrocytes, 48 h. Potency, µM (highest dose often 28.7 µM), for the others: at the highest dose activity change, negative = inhibition, usual class: inhibitors. 5.9% of 310,000 active. AID 504832, 2011
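Luciferase-expressing parasites in RBCs, 2% Hct / 0.1% parasitemia final; RPMI 1640 + 0.5% Albumax; 37 C, 5% CO2, one generation; luminescence read-out, lower signal = inhibition.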
HCV inhibitor = qHTS Assay for Inhibitors of Hepatitis C Virus (HCV). Huh7.5.1 HCVcc-Cre infection, luciferase reporter, 44 h. 3.4% of 340,000 active. AID 651820, 2012. Potency, µM (top dose mostly 41.8 µM), inactives show top-dose activity change, negative = inhibition, most hits filed as inhibitors
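Compounds are dispensed onto cells plated 4 h earlier at 1,000 per well, with HCVcc-Cre virus (about 0.5 moi) added next. Following 44 h of culture, luminescent signal is measured for 15 sec after 15 min with substrate at room temperature.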
Sm TGR inh = qHTS Assay for the Inhibitors of Schistosoma Mansoni Peroxiredoxins; Schistosoma mansoni thioredoxin glutathione reductase (TGR), Q962Y6; AID 485364, 2010; 3% of 360,000 active; purified TGR, DTNB reduction, TNB absorbance 405 nm; Potency, µM (highest dose often 114 µM), for inactives: top-dose activity change, negative = inhibition, usual class: inhibitors; further: nearly all actives have a fitted effect of over 60% in size
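TGR 20 nM + NADPH 100 uM (dispensed conc.), cpd preinc 15 min RT; start with NADPH (500 uM addition) then DTNB (15 mM addition). Kinetic TNB absorbance, 405 nm filter. Four-parameter Hill fit across titration.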
LmPK inh = qHTS Assay for Inhibitors of Leishmania Mexicana Pyruvate Kinase (LmPK); Q27686; purified LmPK, Kinase-Glo ATP luminescence, 1 h; Potency, µM (top dose mostly 57.5 µM), without a hit: at the top dose activity change, negative = inhibition, hits mostly inhibitors; 0.37% of 290,000 active; AID 1721, 2009
Target sequence (Q27686 whole entry, looked up): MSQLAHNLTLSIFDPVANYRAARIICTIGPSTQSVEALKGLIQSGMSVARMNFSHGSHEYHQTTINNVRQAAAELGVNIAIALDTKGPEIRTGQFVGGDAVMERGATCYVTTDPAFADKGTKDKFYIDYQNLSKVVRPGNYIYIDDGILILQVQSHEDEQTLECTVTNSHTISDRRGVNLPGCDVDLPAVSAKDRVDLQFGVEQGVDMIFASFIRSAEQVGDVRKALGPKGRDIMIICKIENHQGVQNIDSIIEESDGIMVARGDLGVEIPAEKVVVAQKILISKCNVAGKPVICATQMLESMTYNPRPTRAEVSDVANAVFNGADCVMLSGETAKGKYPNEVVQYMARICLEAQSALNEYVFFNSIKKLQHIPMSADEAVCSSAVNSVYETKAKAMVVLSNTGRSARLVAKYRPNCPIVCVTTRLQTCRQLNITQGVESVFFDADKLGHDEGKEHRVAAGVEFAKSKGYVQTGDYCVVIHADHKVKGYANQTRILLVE
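Kinase-Glo luminescence read after 1 h RT reaction of 0.1 nM LmPK with 0.5 mM PEP and 0.1 mM ADP. Activity scaled between uninhibited and enzyme-free controls.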
Pf growth 96h = Primary qHTS for delayed death inhibitors of the malarial parasite plastid, 96 hour incubation. P. falciparum luciferase reporter growth, 96 h. Potency, µM (doses to about 28.7 µM), for inactives: top-dose activity change, negative = inhibition, hits mostly inhibitors. 6.9% of 320,000 active. AID 504834, 2011
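96 h incubation, 37 C, 5% CO2, of luciferase-reporter P. falciparum-infected RBCs (2% hematocrit, 0.05% parasitemia final) with test compounds; endpoint luminescence.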
TbPYK inhibitor = qHTS of Trypanosoma Brucei Inhibitors. TbPYK enzyme, Kinase-Glo Plus ATP luminescence, 45 min. Potency, µM (doses to about 76.8 µM), inactives show top-dose activity, negative = inhibition, usual class: inhibitors. 0.12% of 410,000 active. AID 624173, 2012; further: nearly all actives have a fitted effect of over 50% in size
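Glycolytic pyruvate kinase of T. brucei was incubated with substrate, test compound and 130 uM ADP for 45 minutes at room temperature. Luminescent Kinase-Glo Plus signal was measured after 10 minutes.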
The depositor's hits bear a star; ? = inconclusive; . = not tested or not shown; & = joins results of further samples; [ ] = another dose, or the depositor's remark. The call rests on the fitted dose curve; in most records, active means well fitted curve in the direction sought with a large enough effect; inconclusive means small, poorly fitted or top-dose-only effect, or another doubt; inactive means no such curve, though single readings can be large; an effect the other way counts as inactive or inconclusive. On the % scale 0 is the no-effect control and ±100 the full control effect; potency means the concentration at half of the fitted maximal effect.

Values run as follows: Pf growth 96h, HCV inhibitor, LmPK inh, Sm TGR inh, TbPYK inhibitor, Pf growth 48h
> Cc1ccc(N2C(=O)C3C4C=CC(CC4)C3C2=O)cc1[N+](=O)[O-] (stereo not given)
→ 12%, 15%, 36%, 50µM*, 1%, 3%
> Cc1cccc(NC(=O)CSc2nc(-c3ccco3)nc3cc(=O)[nH]n23)c1
→ -29%, ., ., ?, 3%, ?
> CCOC(=O)CNC(=O)Cn1c(C)cc2ccccc2c1=O
→ 13%, 18%, -8%, 0%, 2%, 0%
> O=C(COC(=O)c1ccc(S(=O)(=O)NCc2ccco2)cc1)Nc1ncc(Cl)cc1Cl
→ 8%, 7%, 4%, -23%, -1%, 3%
> C=CCn1c(COc2ccc(CC)cc2)nnc1SC/C(O)=C(\C#N)c1nc2ccccc2[nH]1
→ ., 4%&-14%, 4%, -6%, -6%, ?
> CCN1CCN(C(=S)NCCOC)CC1
→ 34%[activator], 26%, 1%, ., 13%, -5%
> COC(=O)[C@@H]1C[C@@]2(O)[C@H](O)[C@H](O)[C@H](O)C[C@H]2N1Cc1ccc(C(F)(F)F)cc1
→ ?, 1%, 0%, -36%, -4%, 70%[activator]
> CCN(C(=O)Cn1c(=O)n2nc(CCn3nc(C)cc3C)nc2c2ccccc21)c1cccc(C)c1
→ 2.6µM*, ., 3%, 10%, 4%, 31%[activator]
> COc1ccc(C=NCC2COc3ccccc3O2)cc1OC (stereo not given)
→ 4%, 6%, 0%, 5%, -6%, .
> O=C(NCc1ccc(F)cc1)c1ccc(NC(=O)C2CCCO2)cc1 (stereo not given)
→ -2%, 18%, 0%, 2%, -2%, -1%
> COc1ccc(/C=N/NC(=O)Cc2cc(OC)c(OC)cc2[N+](=O)[O-])cc1
→ 52%[activator], -1%, 2%, 0%, -6%, 0%
> C=CCNC(=S)NNC(=O)CCC(O)CCCCC (stereo not given)
→ -19%, 8%, -1%, -21%, -9%, .
> CCOC(=O)CC1(C)OCC(C[N+]2(C)CCCCC2)O1 (stereo not given)
→ 78%[activator], 7%, 0%, -10%, 1%, -2%
> CCCCC(=O)Nc1cc(Cl)ccc1C(=O)O
→ 23%, 7%, 3%, ., -10%, 3%
> O=C1CS(=O)(=O)N(Cc2cccc(F)c2)c2ccc(Br)cc21
→ 1%, 16%, ., -13%, 2%, -20%
> CCn1cc(C(=O)N[C@@H](CCSC)C(=O)NCCCn2ccnc2)c(=O)c2cc3c(cc21)OCO3
→ -22%, 5%, -7%, -7%, 0%, 11%
> NS(=O)(=O)c1ccc(CCNC(=O)CN2C(=O)COc3ccc(S(=O)(=O)N4CCCC4)cc32)cc1
→ ?, 1%, 7%, -3%, -5%, 33%[activator]
> Cc1ccc(S(=O)(=O)Cn2nnnc2C(C(C)C)N2CCC(C(N)=O)CC2)cc1 (stereo not given)
→ ?, 13%, -3%, 138%[activator], 1%, 8%
> O=C(Nc1ccc(O)cc1)C1CCCO1 (stereo not given)
→ -17%, 20%, 8%, 4%, 2%, .
> CNNC(=S)Nc1cccc(C(F)(F)F)c1
→ ?, -28%, -1%, 7%, -1%, 4.1µM*
> O=C(/C=C1\SC(=O)N(CC(=O)Nc2ccc(F)cc2)C1=O)Nc1ccc(Cl)cc1
→ 115%[activator], -6%, -4%, -1%, -6%, 93%[activator]
> N#C/C(=C(/O)COC(=O)c1cccnc1Cl)c1nc2ccccc2[nH]1
→ -19%, -19%, 0%, 4%, 2%, 30%
> COc1ccc(O[C@H]2C=C[C@@H](c3ccccc3)O[C@@H]2CO/N=C(\C)CCN2CCCCc3nc(C)c(C)cc32)cc1
→ ?, -4%[8.37 µM], 3%, -23%, ., 1.7µM*
> O=C(CN(Cc1ccco1)C(=O)CNS(=O)(=O)c1ccc(Cl)cc1)NC1CCCCC1
→ -12%, -2%, -4%, -11%, -16%, -27%
> O=C(NCCc1ccccc1)C(=O)NCC1OCCCN1S(=O)(=O)c1cccs1 (stereo not given)
→ 5%, 10%, -4%, -22%, -10%, -28%
> Cc1sc2nc(CSCC(=O)Nc3ccc(Cl)cc3F)[nH]c(=O)c2c1C
→ 15%, 18%, ., 5%, 1%, -5%
> CCOCCCn1c(=NC(C)=O)c(C#N)cc2c(=O)n3cccc(C)c3nc21
→ ?, ?, -5%, -2%, 4%, 67%[activator]
> c1ccc(-c2csc(N3CCSCC3)n2)cc1
→ ?, -16%, -1%, 5%, ?, 196%[activator]
> Cc1ccc(-c2nn[nH]n2)cc1
→ 18%, 2%, -10%, 8%, 4%, 16%
> Cc1cc(C)n(CCNC(=O)c2cc(COc3ccc(F)cc3Cl)on2)n1
→ 30%[activator], -7%, 1%, -3%, 3%, -9%
> Cc1ccc(F)cc1NC(=O)N1CCN(c2ccnc3cc(Cl)ccc23)CC1
→ 6.6µM*, 3.5µM*, 2%, 3%, 1%, ?
> CC(=O)N1CCN(c2ccc(NC(=S)NC(=O)/C=C/c3ccccc3)cc2)CC1
→ 28%, 23%, -3%, 2%, ., 24%
> COc1ccc(CCNC(=O)C(=O)NCC2OCCN2S(=O)(=O)c2ccc(OC)c(OC)c2)cc1OC (stereo not given)
→ ?, ?, 0%, 5%, 3%, 0%
> CCOc1ccc(NC(=O)CN2CCN(CC(=O)Nc3ccccc3OC)CC2)cc1
→ 7%, ?, 7%, -21%, 0%, -24%
> COc1ccc(N2C3=C(C(=O)CC(C)(C)C3)C(c3cnn(C)c3)C3=C2CC(C)(C)CC3=O)cc1
→ 4.1µM*, 15%, 5%, -12%, -3%, 7.4µM*
> Cc1noc(C)c1CSc1nnc2scc(-c3ccccc3)n12
→ 31%[activator], 13%, 0%, -25%, -5%, 40%[activator]
> CCOC(=O)c1ccc2c(c1)NC(=O)C(N1CCN(c3ccc(OC)cc3)CC1)S2 (stereo not given)
→ 8%, 13%, -2%, -3%, 0%, 2%
> O=[N+]([O-])c1cccc(-c2nnc3c4ccccc4c4ccccc4n23)c1
→ ., 3%, 2%, -3%, 1%, 14%
> CCn1c(=O)n(CC(=O)N2CCC3(CC2)OCCO3)c(=O)c2ccccc21
→ 228%[activator], 2%, 0%, 15%, -16%, 13%
> CCCOC(=O)/C(=C\c1ccc([N+](=O)[O-])o1)NC(=O)c1ccccc1
→ 0.41µM*, 14µM*, 3%, -24%, -9%, ?
> O=C(C1=C(O)C(=O)N(CCCN2CCOCC2)C1c1ccc(Cl)cc1)c1cc2ccccc2o1 (stereo not given)
→ 48%[activator], 22%, 4%, ?, -7%, 10%
> CCOc1ccc(NC(=O)NNC(=O)c2cc3ccccc3cc2O)cc1
→ 49%[activator], 0%, -22%, -15%, 6%, 9%
> CC(=O)Nc1nnc(-c2ccccn2)o1
→ 42%[activator], 23%, -3%, 0%, -1%, 24%
> O=C(COC(=O)c1ccc2c(=O)n3c(nc2c1)CCC3)Nc1ccccc1F
→ -11%, -8%, 0%, 7%, 2%, -1%
> O=C1/C(=C/c2ccsc2)N2CCC1CC2
→ ?, 7%, 1%, ?, -2%, ?
> CC12CN(C(=O)c3ccc(Cl)cc3)C3(C#N)CC1CCC23C (stereo not given)
→ -23%, 6%, -4%, 3%, -6%, .
> Cn1c(=O)[nH]c(=O)c2c1nc(N1CCN(CCO)CC1)n2CCSc1nc2ccccc2s1
→ ?, 10%, 16%, 0%, 4%, .
> CC(C)(C)NC(=O)CSC(=Nc1ccccc1F)NC#N
→ 231%[activator], -6%, 4%, -4%, 4%, 269%[activator]
> NNC(=O)c1csc(COc2cc(Cl)cc(Cl)c2)n1
→ -2%, 7%, 1%, 9%, 0%, 3%
> Cc1nn(CC(=O)Nc2ccc3c(c2)oc2ccccc23)c(=O)c2ccccc12
→ 0%, ?, 5%, -5%, 1%, 6%
> CCOc1cccc(NC(=O)CSc2nc(C)c3c(c2C#N)CCCC3)c1
→ 53%[activator], -20%, 4%, 5%, -1%, 39%[activator]
> N#CCN1CCN(CC(=O)Nc2cccc3ccccc23)CC1
→ 12%, 11%, 3%, 12%, 6%, 0%
> O=S(=O)(Nc1ccc(Cl)cc1)c1cccc2nsnc12
→ 26%, 5%, 2%, 12%, -7%, 1%[0.00184 µM]
> COc1cccc(N(CC(=O)NCCSc2ccccn2)S(=O)(=O)c2ccccc2)c1
→ 5%, -17%, 2%, -2%, 3%, 13µM*
> Cc1cc(C)n(C(C)CNS(=O)(=O)c2ccc(Cl)cc2)n1 (stereo not given)
→ 42%[activator], 7%, 0%, 10%, -3%, 2%
> O=c1c2ccccc2nnn1CSc1nnc(-c2ccc3c(c2)OCO3)o1
→ 114%[activator], 4%, -3%, 4%, -5%, 26%
> CCOc1cc(C(=O)NCCOC)ccc1OC
→ 16%, 9%, 2%, -6%, 4%, 3%
> COc1ccc(NC(=O)/C(=C\c2cc(OC)c(OC)cc2[N+](=O)[O-])NC(=O)c2ccccc2)cc1
→ ?, -3%, 4%, -16%, -9%, -10%
> O=C1C(Cl)=C(N2CCOCC2)C(=O)N1c1ccccc1Cl
→ 5%, 5%, -2%, -23%, -7%, -3%
> Cc1ccn2cc(CCNS(=O)(=O)c3ccc4c(c3)CCCC4)nc2c1
→ -6%, -16%, 1%, -4%, 2%, 12%

Record cards, from the list above. Order of screens: Pf growth 96h, HCV inhibitor, LmPK inh, Sm TGR inh, TbPYK inhibitor, Pf growth 48h
C=CCn1c(COc2ccc(CC)cc2)nnc1SC/C(O)=C(\C#N)c1nc2ccccc2[nH]1 is entered as ., 4%&-14%, 4%, -6%, -6%, ?
Cc1cc(C)n(CCNC(=O)c2cc(COc3ccc(F)cc3Cl)on2)n1 is entered as 30%[activator], -7%, 1%, -3%, 3%, -9%
CCn1c(=O)n(CC(=O)N2CCC3(CC2)OCCO3)c(=O)c2ccccc21 is entered as 228%[activator], 2%, 0%, 15%, -16%, 13%
Cc1ccc(S(=O)(=O)Cn2nnnc2C(C(C)C)N2CCC(C(N)=O)CC2)cc1 (stereo not given) is entered as ?, 13%, -3%, 138%[activator], 1%, 8%
Cc1cccc(NC(=O)CSc2nc(-c3ccco3)nc3cc(=O)[nH]n23)c1 is entered as -29%, ., ., ?, 3%, ?

Other records.
Values run as follows: Pf growth 96h, HCV inhibitor, LmPK inh, Sm TGR inh, TbPYK inhibitor, Pf growth 48h
> O=C(CN1CCCN(S(=O)(=O)c2ccc(F)cc2)CC1)Nc1cccc(F)c1
→ 0%, 21%, -3%, 40µM*, 9%, -4%
> O=C(Cc1n[nH]c(=O)c2ccccc12)OCC(=O)c1ccccc1
→ -10%, 4%, ., 4%, 0%, 7%
> COc1ccc(NC(=S)NC(C)c2ccncc2)cc1OC (stereo not given)
→ -31%[5.75 µM], 2%, 1%, -33%, -3%, -18%
> Nc1nc(-c2ccccc2)c(-c2ccc([N+](=O)[O-])cc2)s1
→ -3%, ?, 6%, 7%, -10%, -13%
> c1ccc(OCCSc2nnnn2-c2ccccc2)cc1
→ 192%[activator], -22%, 10%, -4%[11.4 µM], -10%, .
> CCOc1cc(/C=N/n2c(C)nc3sc(C)c(C)c3c2=O)ccc1O
→ ?, 1%, 2%, 7%, -2%, -5%
> O=C(c1cc(COc2ccc(F)c(F)c2)on1)N1CCOCC1
→ -10%, 0%, -11%, -5%, 4%, 53%[activator]
> Nc1ccccc1SCC(=O)Nc1nccs1
→ 5%, 22%, 1%, 18%, 2%, 30%
